RXFP1 ag: agonists of human relaxin receptor RXFP1; Q9HBX9; Potency, µM (top dose mostly 57.5 µM), without a hit: top-dose activation, usual class: activators; 370,000 compounds, 0.3% hits; HEK293T-RXFP1 cAMP TR-FRET, 30 min; response scale: percent of porcine relaxin response, buffer zero; also: potency is read from the fitted curve at half-maximal effect; % is scaled to controls: 0 for no effect and ±100 for the full control effect; nearly all actives have a fitted effect of over 60% in size; many of its hits are not listed in these tables
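cAMP rise read by TR-FRET after 30 min, 37C compound exposure (up to 58 uM) in RXFP1-transfected HEK293 cells with Ro 20174 present. EC50 from Hill-equation fits, with 29 nM porcine relaxin as 100% and buffer as basal.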
D1 potentiator: human D1 dopamine receptor positive modulation | P21728 | HEK293 TREx D1 cells, calcium flux, dopamine EC20 potentiation | potentiation, % at 10 µM | 360,000 compounds, 0.036% hits | AID 504651; in the data active = potentiation above about 30%; also: 0% is about no effect
Target sequence (P21728 whole entry, looked up): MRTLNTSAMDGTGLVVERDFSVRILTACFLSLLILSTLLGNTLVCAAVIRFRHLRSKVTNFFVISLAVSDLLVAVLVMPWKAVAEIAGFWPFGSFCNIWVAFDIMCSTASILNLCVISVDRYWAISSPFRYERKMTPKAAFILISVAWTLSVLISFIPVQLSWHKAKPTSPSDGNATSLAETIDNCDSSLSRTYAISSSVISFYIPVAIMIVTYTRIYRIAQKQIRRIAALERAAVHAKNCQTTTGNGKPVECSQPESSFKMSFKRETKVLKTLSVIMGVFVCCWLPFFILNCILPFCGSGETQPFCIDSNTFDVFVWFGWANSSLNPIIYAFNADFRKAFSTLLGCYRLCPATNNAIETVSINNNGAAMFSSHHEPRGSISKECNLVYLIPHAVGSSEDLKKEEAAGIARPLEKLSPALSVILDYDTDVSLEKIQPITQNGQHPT
TRHR PAM: allosteric enhancers of human TRH receptor | P34981 | AID 493056 | TRHR cells, fluo-8 calcium fluorescence, EC20 TRH enhancement | enhancement, % at 2 µM | 360,000 compounds, 0.66% hits; in the data active = enhancement above about 30%; also: 0% is about no effect
Target sequence (P34981 whole entry, looked up): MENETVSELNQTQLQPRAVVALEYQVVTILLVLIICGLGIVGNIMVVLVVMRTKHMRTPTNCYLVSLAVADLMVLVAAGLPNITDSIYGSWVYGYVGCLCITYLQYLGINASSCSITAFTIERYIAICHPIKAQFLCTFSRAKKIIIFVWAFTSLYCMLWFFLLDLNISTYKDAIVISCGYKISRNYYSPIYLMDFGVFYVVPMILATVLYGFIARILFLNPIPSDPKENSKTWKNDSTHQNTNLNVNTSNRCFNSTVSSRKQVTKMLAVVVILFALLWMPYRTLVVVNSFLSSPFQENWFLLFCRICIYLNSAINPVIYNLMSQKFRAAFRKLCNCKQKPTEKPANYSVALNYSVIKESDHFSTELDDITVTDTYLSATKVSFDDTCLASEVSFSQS
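TRHR-expressing cells loaded with fluo-8 calcium dye were read kinetically (ex 480/em 530) during compound addition, then stimulated with an EC20 of TRH (10 nM final). Enhancement of the Gq-mediated intracellular calcium response was scored.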
D1 antagonist: human D1 dopamine receptor antagonism. 360,000 compounds, 3.2% hits. P21728. HEK293 TREx D1 cells, calcium flux, dopamine EC80; hits give low values. AID 504652. activity change, negative = inhibition, % at 10 µM; in the data active = activity change below about -30%; also: % is scaled to controls: 0 for no effect and ±100 for the full control effect
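Inducible Hek293 Trex D1 cells (tetracycline, overnight, 30 C). Calcium dye 30–90 min RT. Antagonist mode: EC80 dopamine added after 180 s compound read.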
RXFP1 antagonist: antagonists of human relaxin receptor RXFP1 | Q9HBX9 | HEK293-RXFP1, relaxin-stimulated cAMP HTRF, 30 min; hits give low values | activity change, negative = inhibition, % at 57.5 µM | 350,000 compounds, 0.59% hits | AID 1259400;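 active = activity change of -60% or lower, but not beyond a set lower limit; inconclusive = change between -60% and -40%, or beyond the set limit; inactive = change above -40%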; also: % is scaled to controls: 0 for no effect and ±100 for the full control effect
D2 PAM: positive allosteric modulators of human D2 dopamine receptor | 340,000 compounds, 0.34% hits | AID 485347 | HEK293 T-REx D2, calcium flux, EC20 dopamine potentiation | potentiation, % at 10 µM | P14416;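 active = potentiation over 3 SD above the plate norm, cut at about 30% in these data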; also: 0% is about no effect
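Potentiation of an EC20 dopamine calcium response is measured in a force-coupled, tetracycline-inducible Hek293 Trex D2 line. Compound-only kinetic reads over 180 s flag agonists before dopamine addition.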
D1 agonist: agonists of human D1 dopamine receptor; P21728; HEK293 T-REx D1 cells, calcium flux, agonist mode; activation, % at 2 µM; 360,000 compounds, 1% hits; AID 504660; in the data active = activation above about 30%; also: 0% is about no effect
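Agonism was scored from calcium flux recorded over 180 s (1 read/s) after pintool compound addition, following a 10-cycle baseline. Cells were inducible force-coupled HEK293 TREx D1, plated overnight at 30 C and loaded with no-wash calcium dye.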
TRHR ag: agonists of human TRH receptor; 360,000 compounds, 0.18% hits; TRHR cells, calcium flux fluo-8, FDSS agonist mode; activation, % at 2 µM; P34981; in the data active = activation above about 30%; also: 0% is about no effect
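TRHR-expressing cells loaded with fluo-8 calcium dye; 23 nL library compound pin-transferred, kinetic FDSS fluorescence (Ex 480/Em 530) recorded about 180 s for agonist-induced calcium release, before a 10 nM TRH EC20 addition for potentiator mode.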
Apoferritin bind: candidate novel general anesthetic via apoferritin binding; P02791; apoferritin/1-aminoanthracene competitive binding, fluorescence; Potency, µM (doses to about 77.5 µM), for inactives: at the highest dose activity change, negative = displacement, most hits filed as inhibitors; 350,000 compounds, 0.074% hits; also: potency is read from the fitted curve at half-maximal effect; % is scaled to controls: 0 for no effect and ±100 for the full control effect; nearly all actives have a fitted effect of over 20% in size
Target sequence (P02791 2-175 limits assumed): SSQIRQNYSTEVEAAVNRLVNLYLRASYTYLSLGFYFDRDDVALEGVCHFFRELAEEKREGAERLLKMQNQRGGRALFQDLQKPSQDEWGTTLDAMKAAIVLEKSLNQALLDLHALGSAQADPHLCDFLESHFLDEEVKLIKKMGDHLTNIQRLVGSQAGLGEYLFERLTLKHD
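Steps: apoferritin (10 uM) was premixed with half-saturated 1-AMA in PBS, compounds were pin-transferred, plates stood 10 min at room temperature, fluorescence was read at 380/535 nm, and curves were fitted with a Hill equation.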
Numbers without * were called inactive; u = inconclusive; x = not tested or not shown; [ ] = remark or other dose. Unless noted, calls follow the shape of the dose curve; as a rule, active = well fitted curve in the direction sought with a large enough effect; inconclusive = small, poorly fitted or top-dose-only effect, or another doubt; inactive = no such curve, though single readings can be large; an effect the other way counts as inactive or inconclusive. A portion of the library (hit frequency here may not be typical).

Apoferritin bind	RXFP1 antagonist	TRHR PAM	D2 PAM	D1 agonist	D1 antagonist	D1 potentiator	SMILES	TRHR ag	RXFP1 ag
-16.1%	-12.3	-0.5	7.4	2.9	-2.1	-4.5	CCc1ccc(S(=O)(=O)c2c(C(=O)c3ccccc3)cnc3ccc(CC)cc23)cc1	0.0	0.1%
3.1%	10.2	-4.8	-3.8	1.1	-1.8	1.1	CC(C)[C@H](NC(=O)OC(C)(C)C)C(=O)N1CCC(C(=O)N[C@@H](C)C(=O)Nc2ccc(F)cc2)CC1	-0.7	13.5%
-17.3%	-7.0	-5.7	-3.6	0.1	13.7	-4.0	CCCCCN(C(=O)NC(=O)NCCCC)S(C)(=O)=O	0.3	0.0%
-13.3%	-9.2	7.0	2.5	0.0	10.0	1.1	O=C(Nc1nc2c(s1)CCCC2)C1CCCN1C(=O)c1cccs1 (stereo unspecified)	0.0	1.9%
-12.5%	-0.8	-0.3	-2.5	1.0	-4.8	-1.4	COc1ccc(N/C=C/C(=O)C(C)(C)C)cc1	-0.7	0.1%
-5.8%	x	2.0	-5.1	2.1	-5.8	2.5	CCOC(=O)c1c(-c2ccc(C)cc2)csc1NC(=O)c1nc(SC(C)C)ncc1Cl	1.2	1.5%
-15.9%	-13.8	-4.6	x	0.7	-26.1	-6.8	CCOC(=O)C1CCCN(CC(=O)NC2=Nc3ccccc3N=C(C)C2c2ccccc2)C1 (stereo unspecified)	-0.1	-1.2%
u	-4.2	15.7	-2.4	11.0	5.8	-14.1	O=c1[nH]ncc(NCc2ccc(Cl)cc2)c1Cl	0.1	3.1%
-15.0%	-3.3	2.6	8.9	-2.6	-4.0	-2.6	CCOc1ccc(/C=N/NC(=O)C(C)N(c2ccc(OC)cc2)S(C)(=O)=O)cc1OCC (stereo unspecified)	0.0	1.2%
-12.4%	x	6.8	-7.2	6.2	1.2	-1.2	CCc1ccc(NC(=O)CSc2nc(C)c(C(=O)Nc3ccc(Cl)cc3)c(-c3ccc(OC)cc3)c2C#N)cc1	0.3	3.0%
-7.8%	x	-3.7	11.0	-0.3	26.2	-0.9	Cc1c2cnn(-c3ccccc3)c(=O)c2c(C)n1CC(=O)Nc1ccccc1Br	0.6	0.2%
6.1%	-9.1	-5.6	1.6	0.6	6.3	0.3	N#C/C(=C\c1ccc(-c2ccc(Br)cc2)o1)C(=O)Nc1ccccc1O	-0.4	-0.6%
-15.5%	x	-1.1	-1.6	2.0	-14.2	-3.6	O=C1c2ccccc2NC(c2ccc3c(c2)OCO3)N1O (stereo unspecified)	-0.2	3.3%
-11.6%	4.7	6.0	-1.0	3.5	-13.4	-0.8	COCCN(C(=S)Nc1ccc(C)cc1C)C(C)c1cccs1 (stereo unspecified)	3.6	-1.3%
-16.2%	9.6	-7.1	-12.9	3.4	-1.0	-1.1	COC(=O)c1c(C)oc(C)c1S(=O)(=O)NCc1ccc(Cl)cc1Cl	0.0	-7.0%
-21.0%	0.8	-1.3	-14.4	0.6	-13.2	4.4	O=C(O)/C=C/C(=O)Nc1ccc(OC(F)(F)Cl)cc1	-0.3	3.1%
-5.8%	14.5	0.8	-2.5	0.7	-13.7	4.3	CC(=O)N1CCc2cc(S(=O)(=O)CCC(=O)NCc3ccc(F)cc3)ccc21	-0.1	0.9%
u	-15.8	-5.0	x	0.1	6.7	-5.4	C=CCNc1oc(COc2ccc(C)cc2)nc1C#N	-1.0	0.1%
x	x	5.5	-5.6	1.3	15.1	0.0	COc1ccc(C(=O)CN(CCC(=O)O)S(=O)(=O)c2ccc([N+](=O)[O-])cc2)cc1	0.8	0.7%
-7.3%	0.0	-2.6	9.0	3.8	5.1	-2.0	CC(=O)Nc1ccc(NC(=O)CN(c2cccc([N+](=O)[O-])c2)S(C)(=O)=O)cc1	0.7	1.6%
-16.5%	-4.3	27.5	-1.9	0.4	9.7	3.5	O=C(NCc1ccco1)C(c1ccccc1)N(Cc1cccnc1)C(=O)Cn1nnc2ccccc21 (stereo unspecified)	0.2	0.8%
0.5%	-3.0	5.1	-3.6	6.3	7.0	-1.6	COc1ccccc1/C=C(\NC(=O)c1ccc(OC)c(OC)c1)C(=O)Nc1cccc([N+](=O)[O-])c1	0.3	2.0%
-8.5%	x	-3.1	-8.5	1.9	11.6	-6.2	Cc1ccc2c(COC(=O)c3cnc(C)cn3)cc(=O)oc2c1	1.4	4.3%
5.2%	-0.1	3.9	10.9	2.8	-8.4	1.0	CC1(C)CC(=O)C(C2c3ccccc3Oc3ccccc32)C(=O)C1	0.0	-1.1%
-15.0%	-5.8	13.6	11.0	4.6	-26.1	-7.9	C/C(O)=C(/C=Nc1ccccc1)C(=O)Nc1ccccc1	0.2	1.6%

Other compounds:
Apoferritin bind	RXFP1 antagonist	TRHR PAM	D2 PAM	D1 agonist	D1 antagonist	D1 potentiator	SMILES	TRHR ag	RXFP1 ag
-17.0%	3.1	-10.1	-5.9	0.2	-17.6	-6.5	[O-][n+]1c(/C=C/c2ccccc2)ccc2ccccc21	-0.4	-1.5%
x	-1.6	4.6	16.8	1.5	0.8	1.4	Cc1ccc(C)c(C(=O)OCC(=O)Nc2cccc(S(=O)(=O)N3CCCCC3)c2)c1	1.1	-0.6%
-12.4%	-5.9	-1.8	-12.0	3.8	-7.7	-11.2	NC(=O)c1ccc(CN2CCc3ccccc3C2)cc1	0.2	0.7%
x	-11.8	3.5	7.9	5.6	-21.6	-2.3	CN(CCOc1ccccc1)C(=O)c1ccc(F)c(S(=O)(=O)N2CCOCC2)c1	0.3	0.1%
-22.5%	x	5.0	27.0	2.5	0.3	-2.1	c1ccc(C2=Nc3ccccc3SC2c2nc3ccccc3[nH]2)cc1 (stereo unspecified)	0.4	3.1%
-5.1%	7.8	-5.0	-9.6	1.4	3.4	-2.5	COc1ccc(NC(=O)CC(C(=O)O)C(C)c2ccccc2)cc1 (stereo unspecified)	0.1	0.4%
-9.1%	x	-0.4	13.4	0.7	8.0	-0.2	Cc1ccc(C)c(N2CCN(C(=O)CCc3c(C)nc4c(c3C)c(=O)n(C)c(=O)n4C)CC2)c1	-0.1	0.5%
9.5%	x	7.4	4.7	5.6	12.4	-0.4	O=C(Nc1ccc(F)cc1)c1ccc(-n2cnc3cccnc32)cc1	1.0	-1.0%
0.3%	-3.1	-0.2	3.0	6.3	-0.8	1.6	COc1ccc(Cc2nnc(NC(=O)c3cccc([N+](=O)[O-])c3)s2)cc1	0.8	0.8%
-4.3%	x	-1.2	-4.7	-0.3	-2.1	-6.5	CC(C)C[C@@H](C(=O)O)N(Cc1cccc(CN([C@@H](CC(C)C)C(=O)O)S(C)(=O)=O)c1)S(C)(=O)=O	-0.1	-2.2%
-1.6%	-1.3	2.9	-2.4	5.1	-1.9	3.9	CCCCNC(=O)Cn1cnc([N+](=O)[O-])n1	0.0	2.9%
7.0%	15.8	-0.7	-5.8	0.6	7.5	-1.7	CN(C)CCNC(=O)/C(=C/c1ccc(-c2cccc(Cl)c2)o1)NC(=O)c1ccccc1	0.0	-0.3%
-12.0%	-8.8	0.2	21.1	6.4	29.5	-5.6	COC(=O)c1cc(OC)c(OC)cc1NC(=S)Nc1cccc(Cl)c1	1.4	-1.1%
u	-31.9	-2.4	0.6	6.9	6.6	-1.9	Cc1cccc(N2CCN(C(=O)c3cnn(-c4ccc(F)cc4F)c3C3CCN(C(=O)OC(C)(C)C)CC3)CC2)c1C	1.1	1.2%
-7.8%	-4.5	-0.5	-8.1	0.8	-5.7	-0.6	Cc1cccc(NC(=O)CCc2nnc3ccc(NCc4ccco4)nn23)n1	0.3	9.3%
-5.1%	-2.2	-7.6	6.1	1.7	-2.0	-3.0	CCn1c(SCc2cc(=O)n3ccsc3n2)nc2ccccc21	-0.1	9.1%
-8.9%	-27.5	-5.0	-4.7	0.9	-13.4	-6.2	O=C(c1ccccc1)c1c[nH]c(C(=O)NNc2ccccc2)c1	-0.5	1.5%
48.7%[activator]	19.9	2.2	1.5	3.5	8.9	-2.2	CCc1ccc(-c2cc(C)no2)cc1S(=O)(=O)N1CCN(c2ccc(OC)cc2)CC1	-0.1	2.1%
-12.9%	x	-0.2	4.4	5.3	4.3	-1.9	COc1ccc(CNC(=O)c2ccc(-c3nc(CSc4ccc(C)cc4)c(C)o3)cc2)cc1OC	1.0	1.5%
-12.5%	-11.6	4.3	-0.5	-0.4	-32.5*	-0.7	CCN1CCN(c2ncc3c(n2)CCN(Cc2ccc(C)s2)C3)CC1	0.2	2.1%
3.0%	6.0	-15.7	-0.1	8.4	-4.4	-0.8	Cc1ccc(C(NC(=O)/C=C\c2ccc3c(c2)OCO3)C(=O)Nc2ccc3c(c2)OCO3)cc1 (stereo unspecified)	0.9	-0.5%
5.5%	-5.2	6.8	-5.6	1.1	-15.0	-7.2	CCOC(=O)/C(=N/Nc1ccc(Cl)cc1)Sc1nnnn1-c1ccc(C)cc1	-0.4	-0.6%
x	-9.2	-3.5	-9.7	2.3	1.7	-5.2	CC(NC(=O)C1CCN(C(=O)Nc2ccccc2)CC1)c1ccc(Cl)cc1 (stereo unspecified)	-0.4	-1.1%
-23.4%	-6.2	2.8	x	0.0	-22.0	-14.8	CCOc1ccccc1N(C)C(=O)C1CCN(S(=O)(=O)c2cccc3nonc23)CC1	-0.8	1.5%
-14.1%	-1.4	4.4	7.9	4.4	-8.3	-1.1	CCOC(=O)C1CCCN(C(=O)c2ccc([N+](=O)[O-])cc2)C1 (stereo unspecified)	-0.4	0.4%
-17.6%	1.7	2.2	6.3	3.1	-22.4	-1.7	NC(=O)c1ccc(NC(=O)CCC(=O)N2CCN(S(=O)(=O)c3ccc(Cl)cc3)CC2)cc1	-0.6	1.3%
2.0%	24.0	8.5	6.7	-0.5	-0.1	-3.4	CC1(C)C(=O)N(c2ccccc2)C1c1ccccc1O (stereo unspecified)	-0.3	-1.3%
-7.8%	-6.4	-3.5	-9.9	1.5	-0.8	-2.2	N#Cc1ccc(C(=O)NCC(c2ccco2)N2CCCCC2)cc1 (stereo unspecified)	0.3	1.5%

One compound at a time, as listed above. Order of screens: Apoferritin bind	RXFP1 antagonist	TRHR PAM	D2 PAM	D1 agonist	D1 antagonist	D1 potentiator	TRHR ag	RXFP1 ag
Listed for `c1ccc(C2=Nc3ccccc3SC2c2nc3ccccc3[nH]2)cc1` (stereo unspecified) = -22.5%	x	5.0	27.0	2.5	0.3	-2.1	0.4	3.1%
Listed for `N#Cc1ccc(C(=O)NCC(c2ccco2)N2CCCCC2)cc1` (stereo unspecified) = -7.8%	-6.4	-3.5	-9.9	1.5	-0.8	-2.2	0.3	1.5%

Screening results deposited in PubChem BioAssay by National Center for Advancing Translational Sciences (NCATS).
